TDP1 cell CPT: DT40-hTDP1 cell growth loss with CPT; chicken DT40 Tdp1-/-;hTDP1 cells + 20 nM CPT, ATP luminescence, 48 h; Potency, µM (top dose mostly 46.2 µM), without a hit: at the top dose activity change, negative = growth inhibition, hits mostly inhibitors; actives 12% (n = 420,000); AID 686979; note: nearly all actives have a fitted effect of over 55% in size
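Chicken DT40 Tdp1-/- cells complemented with human TDP1, 400 cells/well, exposed to compounds plus 20 nM camptothecin for at least 48 h at 37 C; viability read as ATP content by CellTiter-Glo luminescence.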
DT40 TDP1 no CPT: qHTS for Inhibitors of human tyrosyl-DNA phosphodiesterase 1 (TDP1): qHTS in cells in absence of CPT; DT40 Tdp1-/- hTDP1 cells, no CPT, ATP luminescence, 48 h; Potency, µM (top dose mostly 46.2 µM), for the others: at the top dose activity change, negative = growth inhibition, hits mostly inhibitors; actives 15% (n = 420,000); note: nearly all actives have a fitted effect of over 55% in size
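DT40 Tdp1-/-;hTDP1 cells, no CPT (DMSO vehicle only), 400 cells/well; compounds pin-transferred; ≥48 hr, 37 °C; CellTiter-Glo 30 min RT dark, luminescence read.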
TDP1 inh: inhibitors of human tyrosyl-DNA phosphodiesterase TDP1; recombinant TDP1, AlphaScreen DNA substrate cleavage; AID 485290; Q9NUW8; actives 0.28% (n = 350,000); Potency, µM (highest dose often 130 µM), for inactives: at the highest dose activity change, negative = inhibition, actives largely listed as inhibitors; note: nearly all actives have a fitted effect of over 40% in size
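Tdp1 1 nM final; 15 min RT w/ cpd; substrate 15 nM, 5 min; beads 10 ug/ml, 10 min; AlphaScreen read. Neg ctrl: no enzyme.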
Starred values were filed as active, the others as inactive; u = inconclusive; x = no result given; [ ] = remark or other dose. Calls come from the whole dose curve; as a rule, active = well fitted curve in the direction sought with a large enough effect; inconclusive = small, poorly fitted or top-dose-only effect, or another doubt; inactive = no such curve, though single readings can be large; an effect the other way counts as inactive or inconclusive. % is set by controls: 0 for no effect and ±100 for the full control effect; potency is the fitted concentration of half-maximal effect.

Structure	TDP1 cell CPT	DT40 TDP1 no CPT	TDP1 inh
COc1ccc(-c2nc3n(c(=O)c2C#N)CCCS3)cc1	-0.1%	-5.7%	3.3%
Cc1nc(-c2cc(-c3ccc(Cl)cc3)no2)cs1	4.8%	10.5%	x
Cc1ccc(-c2nn(CCC(=O)O)cc2CCC(=O)O)cc1	6.3%	5.1%	2.6%
Cc1cccc(/C=N/NC(=O)c2ccc(NC(=O)c3ccc(F)cc3)cc2)n1	-5.2%	u	-13.1%
O=C(CSc1nnc(CNC(=O)c2ccccc2)o1)NCC1CCCO1 (stereo not given)	-2.9%	0.0%	2.0%
CCN(CC)S(=O)(=O)c1cccc(C(=O)OCc2cc(=O)n3nc(C)sc3n2)c1	8.8%	-3.3%	-2.0%
Cc1[nH]c(C)c(S(=O)(=O)NCc2ccc(F)cc2)c1C(=O)N1CCCC1	-4.1%	13.6%	0.2%
O=C(Cc1cccs1)NCCS(=O)(=O)N1CCN(c2cccc(Cl)c2)CC1	-19.3%	u	x
COC(=O)Cc1ccc(NC(=S)NCc2ccccc2Cl)cc1	u	-36.8%	2.7%
COc1ccc(Br)c(C(=O)OCC(=O)Nc2cc(C)on2)c1	-9.7%	4.1%	x
CCN1CCN(c2c(S(=O)(=O)c3ccc(C)c(C)c3)cnc3cc(OC)c(OC)cc23)CC1	14.6µM*	u	-1.0%
CSc1ccccc1OCc1cc(C(=O)NCc2cnc(C)cn2)no1	-14.7%	-0.1%	-3.7%
COCCNC(=O)c1cc(-c2ccc(-c3ccccc3)cc2)nc2ccccc12	11.6µM*	5.17µM*	2.6%
CN(Cc1ccccc1)C(=O)CSc1nc2ccsc2c(=O)n1-c1ccc(F)cc1	u	20.6µM*	-3.4%
CCOC(=O)C(Cc1ccc(O)c([N+](=O)[O-])c1)N1C(=O)c2ccccc2C1=O (stereo not given)	u	u	x
O=C(Nc1ccc(S(=O)(=O)N2CCc3ccccc32)cc1)c1ccc2c(c1)OCO2	u	u	2.6%
Cn1c(Cn2cnc3ccccc32)nc2ccccc21	-18.2%	-28.9%	5.9%
CCN(Cc1ccccc1)C(=O)Cn1cnc2c1c(=O)n(C)c(=O)n2C	-10.4%	-1.9%	-2.0%
COc1ccc2[nH]c(C(=O)N(Cc3ccccn3)Cc3ccccn3)cc2c1	-12.4%	-28.7%	6.5%
CC(C)C[C@H]1COc2cc(Br)ccc2S(=O)(=O)N1	-16.4%	u	x
C=CC[C@@H](CC(=O)NCCO)C(=O)N[C@@H](COC(=O)[C@@H](CC=C)Cc1ccc(F)cc1)Cc1c[nH]c2ccccc12	u	u	2.2%
Nc1nc(SCC(=O)Nc2cccc(F)c2)n[nH]1	2.4%	13.1%	-2.4%
O=C(Nc1ccc(Cl)cc1)Nc1nnc(SCc2ccc(Cl)cc2)s1	-10.3%	-13.8%	5.3%
O=C(Cn1cc(C(=O)C2CC2)c2ccccc21)Nc1ccc(Br)cc1	-10.5%	-12.0%	5.3%
CCN(CC)CCCNC(=O)c1cn(CC)c2ccc(S(=O)(=O)N(C)C3CCCCC3)cc2c1=O	-1.0%	6.3%	2.0%
O=C1Nc2ccc(Br)cc2/C1=C/C(=O)c1ccc2c(c1)OCO2	5.8µM*	3.26µM*	x
O=C(O)COc1ccc(/C=C2\SC(=Nc3ccccc3)N(c3ccccc3)C2=O)cc1	-11.7%	2.6%	2.6%
Cc1c([N+](=O)[O-])c([N+](=O)[O-])nn1CC(=O)NCc1cccnc1	-3.4%	-6.9%	6.0%
COc1ccc(-n2nnnc2C2CCN(S(=O)(=O)c3cccc(C(F)(F)F)c3)CC2)cc1	-19.5%	-13.5%	-2.3%
CCCCc1nn2c(=O)cc(COC(=O)C(C)Oc3ccccc3)nc2s1 (stereo not given)	-4.4%	-3.7%	7.1%
O=C(O)COc1ccc(NC(=O)c2cccs2)cc1	-12.4%	-19.3%	x
O=C(c1cc(C2CC2)on1)N1CCCC(N2CCN(c3cccc(C(F)(F)F)c3)CC2)C1 (stereo not given)	u	u	-22.8%
Cc1ccc(C)c(NC(=O)Cn2ncc3c([nH]c4ccccc43)c2=O)c1	0.9%	-4.4%	2.5%
C=C1c2cccc(OC)c2O[C@H](C(=O)OCC)[C@@H]1CC(CC)CCCC (stereo not given in full)	u	u	u
Cc1cccc(CSc2nnc(NC(=O)c3ccco3)s2)c1	4.2%	-13.5%	1.0%
CN(CC(=O)Nc1ccccc1Cl)C(=O)c1ccc(COc2ccccc2)cc1	u	u	4.4%
O=C1CC(c2ccccc2)Oc2cc(O)ccc21 (stereo not given)	7.2%	4.3%	x
O=C(C[n+]1csc2ccccc21)c1ccc(I)cc1	u	11.2µM*	x
CSc1ccc(C#N)cc1NC(=O)c1ccc(Cl)cc1Cl	-24.0%	-17.5%	5.3%
C=CCN(CC=C)c1cnn(-c2nc3ccccc3[nH]2)c(=O)c1Cl	u	u	2.0%
COc1ccc(S(=O)(=O)Nc2ccccc2C(=O)NC(C)C)cc1OC	16.2%	-6.7%	4.1%
Cc1cc(NS(=O)(=O)c2ccc(NC(=O)C(c3ccccc3)c3ccccc3)cc2)no1	-21.3%	-5.8%	2.0%
CCOC(=O)Nc1ccc2ncn(C)c(=O)c2c1	-29.6%	-6.4%	-5.9%
CC(=O)N1c2ccc(S(=O)(=O)N3CCC(C(=O)N4CCN(c5ccccc5)CC4)CC3)cc2CC1C (stereo not given)	u	20.6µM*	3.4%
C=C(C)c1cccc(C(C)(C)NC(=O)Nc2cc(C)ccc2OC)c1	u	u	-1.9%
COc1cccc(Nc2c(F)c(OC)c(F)c(F)c2C(=O)O)c1	-10.1%	-13.9%	6.0%
O=C(C(=O)N1CCc2ccccc2C1)c1cn(CC(=O)N2CCCC2)c2ccccc12	21.6%	-15.8%	-0.6%
O=C(Nc1ccc(S(=O)(=O)Nc2ncccn2)cc1)c1ccccc1NS(=O)(=O)c1ccc(Cl)cc1	2.7%	18.1%	x
CCOc1ccc(/C=N/Nc2ccccn2)cc1OC	-32.0%	u	8.0%
CCn1c(O)c(C=Nc2ccccc2)n(-c2ccccc2)c1=S	6.51µM*	5.8µM*	4.7%

Record cards (already shown). Order of screens: TDP1 cell CPT | DT40 TDP1 no CPT | TDP1 inh
CCOC(=O)Nc1ccc2ncn(C)c(=O)c2c1 across the screens: -29.6% | -6.4% | -5.9%
CSc1ccc(C#N)cc1NC(=O)c1ccc(Cl)cc1Cl across the screens: -24.0% | -17.5% | 5.3%

(list continues)
Structure	TDP1 cell CPT	DT40 TDP1 no CPT	TDP1 inh
CCOC(=O)Nc1cccc(OCC(=O)Nc2ccccc2OC)c1	-21.4%	u	-1.0%
Nc1c(C=C2C=CC(=O)C=C2)c(=O)nc2sc(CC(=O)N3CCCCC3)nn12	-15.1%	11.8%	8.0%
COc1ccc(-c2nc3cc(C)ccn3c2NC(=O)c2c(F)cccc2Cl)cc1	-18.9%	-18.0%	x
CCOc1ccc(Sc2cc(C(=O)NCc3ccc(C)cc3)c3ccccc3n2)cc1	-23.5%	-22.0%	2.6%
CCOC(=O)N1CCC(NC(=O)c2ccc3c(c2)N=C(CC)c2cc(C)ccc2S3)CC1	10.3µM*	18.4µM*	2.8%
COC(=O)c1ccccc1NC(=O)CSc1ncccn1	-1.0%	-8.5%	x
Cc1cccc(Cn2c(=O)n(CCc3ccccc3)c(=O)c3c(C)c(C)sc32)c1	20.6µM*	u	4.5%
COc1ccc(N2CCN(C(=O)c3cc(-c4cc(OC)ccc4OC)nc4ccccc34)CC2)cc1	23.1µM*	23.1µM*	9.8%
COc1ccc(-c2csc(/C(C#N)=C\c3ccc(O)c([N+](=O)[O-])c3)n2)cc1OC	u	u	9.4%
CC(=O)C1(C)N(O)C(C)(C)C(c2ccco2)=[N+]1[O-] (stereo not given)	7.8%	-0.1%	-1.0%
O=C1NC(=O)/C(=C/c2ccc(-c3cc(C(=O)O)ccc3Cl)o2)S1	0.7%	-15.8%	31.6µM*
CCn1c(CSc2nc(C)cc(C)n2)nnc1SCC(=O)N1CCCc2ccccc21	-15.7%	-23.7%	4.2%
CC(NC(=O)CCNC(=O)c1ccc(C(C)(C)C)cc1)c1ccccc1 (stereo not given)	u	u	0.1%
O=c1[nH]ncc2c3ccccc3n(Cc3cccc(Cl)c3)c12	0.4%	-23.5%	0.0%
CCc1nnc(NC(=O)CSCc2cc(=O)c3ccc(C)cc3[nH]2)s1	-0.6%	-2.0%	5.4%
COc1ccc([N+](=O)[O-])cc1N(CC(=O)NC1CCCCC1)S(C)(=O)=O	5.2%	-11.4%	0.0%
Cc1c(Cl)cccc1NC(=O)CN1C(=O)COc2ccc(S(=O)(=O)Nc3ccccc3)cc21	u	u	2.8%
CC1CCC(NC(=O)c2nn(C)c3c2CSc2ccccc2-3)CC1 (stereo not given)	u	u	1.4%
Cc1ccc(C(=O)Cn2nnc(-c3ccccc3)n2)cc1	u	u	7.0%
COc1ccc(OC)c(S(=O)(=O)N2CCC(C(=O)NCCc3ccc(OC)c(OC)c3)CC2)c1	-6.3%	-21.1%	5.3%
O=C(c1ccc(NS(=O)(=O)c2ccccc2)cc1)N1CCCC1	-18.9%	-4.8%	0.0%
COC(=O)C1=C(C)N(CCc2cc(OC)c(OC)c(OC)c2)C(=O)N[C@H]1c1ccccc1	-21.8%	-24.4%	3.0%[21 µM]
Cc1c(Cl)cccc1-n1ncc(C(=O)NC2CCCC2)c1C1CCN(C(=O)OC(C)(C)C)CC1	u	20.6µM*	3.2%
CCN1CCN(C(=O)Cn2c(=O)sc3ccccc32)CC1	6.3%	1.2%	1.2%
O=C(NC1CCCC1)c1ccccc1OCc1ccccc1	u	u	-6.0%
Oc1c(CN2CCOCC2)cc(COCc2ccccc2)c2cccnc12	4.61µM*	4.11µM*	6.9%
COc1ccc(CNC(=O)Cn2c(=O)c3cccn3c3ccccc32)cc1	7.7%	-24.3%	-2.6%
COc1ccc(C(=O)Nc2nnc(C(F)(F)F)s2)cc1	u	u	4.0%
Cc1ccc(CNC(=O)CN(C(=O)C2(C)CC(=O)N=C3C=CC=CN32)c2cc(C)ccc2C)cc1 (stereo not given)	11.9%	-0.5%	-3.3%
COc1cccc(-c2cnc(C(O)c3ccc(Cl)c(Cl)c3)[nH]2)c1 (stereo not given)	20.6µM*	u	x
COCC(C)NC(=O)Cc1ccc(F)cc1 (stereo not given)	-1.8%	-21.1%	1.2%
O=C(CSc1nnc(NC(=O)c2ccccc2)s1)NC1CCCC1	3.2%	-3.6%	2.6%
Cc1cc(C)nc(NN2C(=O)/C(=C/c3ccccc3)SC2=S)n1	-25.5%	u	-7.8%
CCC(C(=O)Nc1ccon1)c1ccccc1 (stereo not given)	-1.1%	2.0%	2.2%[56.1 µM]
Cc1csc(NC(=O)C2CCCN(S(=O)(=O)c3cnc[nH]3)C2)n1 (stereo not given)	-5.3%	-10.9%	6.9%
COc1ccc(CCNC(=O)c2cccnc2)cc1	-10.1%	-20.0%	0.0%
Cn1c2ccccc2c2nnc(SCC(=O)NCc3ccoc3)nc21	4.3%	-23.3%	x
O=C1c2cnc3nc(SCc4ccccc4)nn3c2CC2c3ccccc3CCN12 (stereo not given)	u	18.4µM*	-3.1%
N#Cc1ccccc1S(=O)(=O)N1CCN(Cc2cc3c(cc2Br)OCCO3)CC1	16.4µM*	u	x
CC(=O)Nc1ccc(NC(=O)C2CCN(c3cnccn3)CC2)cc1	-27.4%	-24.9%	7.0%
COc1ccc(C(=O)NC(=S)NCc2ccco2)cc1	u	u	x
Cc1ccc(SCCN2CCN(Cc3ccccc3)CC2)cc1	-20.1%	-15.5%	x
CN1CC(=O)N(CC(=O)N2N=C(c3ccc(Cl)cc3)CC2c2ccco2)C1=O (stereo not given)	u	u	3.5%
Cc1c(/C=N/Nc2ccc(F)cc2)c(O)n(C)c(=O)c1C#N	u	u	11.9%
Cc1c(CCC(=O)NCCCC(=O)O)c(=O)oc2cc3oc4c(c3cc12)CCCC4	0.1%	-8.0%	x
CCc1cc2c(SCC(=O)N(C)C3CCS(=O)(=O)C3)ncnc2s1 (stereo not given)	5.7%	u	3.7%
CC(OC(=O)C1=COCCO1)C(=O)Nc1ccc(Oc2ccccc2)cc1 (stereo not given)	13µM*	u	3.8%

Gathered by group, those above containing a tert-butyl group (2)
Structure	TDP1 cell CPT	DT40 TDP1 no CPT	TDP1 inh
CC(NC(=O)CCNC(=O)c1ccc(C(C)(C)C)cc1)c1ccccc1 (stereo not given)	u	u	0.1%
Cc1c(Cl)cccc1-n1ncc(C(=O)NC2CCCC2)c1C1CCN(C(=O)OC(C)(C)C)CC1	u	20.6µM*	3.2%

From PubChem
